# High-throughput results as filed in PubChem.
# CXCR6 block = inhibitors of human CXCR6 receptor. inhibition, % at 20 µM. hit rate 0.36% among 360,000. AID 602244. CHO-K1 PathHunter CXCR6 beta-arrestin, luminescence; in the data active = inhibition above about 34%, passing the limit was not always enough;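 note: antagonist mode with CXCL16 agonist at 10 nM final; 0% = 10 nM CXCL16 with DMSO and 100% = unstimulated wells without agonist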
# APJ ag = agonists of human APJ apelin receptor | P35414 | CHO-K1 APJ PathHunter beta-arrestin, luminescence; 0% DMSO wells, 100% apelin | activation, % at 20 µM | hit rate 0.11% among 330,000;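 active = activation more than six SD over the plate average, tested at 20 µM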;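 note: 0% = DMSO alone and 100% = apelin-13 at 10 nM; some results filed as inactive read as strong as hits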
# Target sequence (P35414 whole entry, looked up): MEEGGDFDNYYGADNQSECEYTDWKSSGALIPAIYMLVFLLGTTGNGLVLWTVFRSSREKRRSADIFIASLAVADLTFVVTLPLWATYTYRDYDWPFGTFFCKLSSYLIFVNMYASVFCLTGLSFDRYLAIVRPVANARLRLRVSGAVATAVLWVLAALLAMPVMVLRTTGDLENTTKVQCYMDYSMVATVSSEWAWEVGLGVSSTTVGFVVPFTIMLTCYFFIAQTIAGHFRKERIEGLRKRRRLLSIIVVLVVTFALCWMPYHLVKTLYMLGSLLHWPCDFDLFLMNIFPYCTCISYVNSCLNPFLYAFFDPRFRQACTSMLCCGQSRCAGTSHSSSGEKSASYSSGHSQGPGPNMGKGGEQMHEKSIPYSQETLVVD
#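 Material: engineered CHO-K1 APJ arrestin reporter cells; amount: 1000 CHO-K1 reporter cells seeded per well; incubation: compound stimulation 90 min at 25 °C, detection 60 min; signal: luminescent beta-gal fragment complementation, chemiluminescent substrate; read-out basis: APJ agonist activity; controls: DMSO-only wells as negative, 10 nM Apelin-13 as positive control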
# APJ antag = APJ receptor antagonism; P35414; CHO-K1 APJ beta-arrestin complementation, luminescence; inhibition, % at 20 µM; hit rate 0.32% among 330,000;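 active = inhibition above about 40% at 20 µM, limit read from the data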;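 note: cells challenged with 10 nM apelin-13 agonist together with compound; plate controls were apelin-13 plus DMSO wells for no effect and DMSO wells lacking apelin-13 for full effect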
# CCR6 antagonist = CCR6 (human) receptor antagonism. CHO-K1 CCR6 PathHunter beta-arrestin, luminescence, CCL20-stimulated. hit rate 0.49% among 340,000. inhibition, % at 20 µM. P51684. AID 493098;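 active = compounds whose inhibition of the agonist-driven luminescence signal at 20 µM reaches about 50%, limit read from the data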;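 note: cells stimulated with CCL20 at 14 nM final; plate controls were DMSO with CCL20 for no effect and DMSO without agonist for full effect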
# Target sequence (P51684 whole entry, looked up): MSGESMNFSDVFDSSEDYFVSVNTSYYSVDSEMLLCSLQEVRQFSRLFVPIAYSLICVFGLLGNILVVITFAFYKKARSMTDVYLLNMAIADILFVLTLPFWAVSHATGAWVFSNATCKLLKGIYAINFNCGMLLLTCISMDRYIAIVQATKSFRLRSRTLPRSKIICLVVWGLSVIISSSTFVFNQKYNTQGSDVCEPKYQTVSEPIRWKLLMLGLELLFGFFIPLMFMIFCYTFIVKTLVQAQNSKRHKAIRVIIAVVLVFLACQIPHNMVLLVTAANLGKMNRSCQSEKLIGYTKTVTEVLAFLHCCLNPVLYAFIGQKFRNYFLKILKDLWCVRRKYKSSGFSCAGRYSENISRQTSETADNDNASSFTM
# EBI2 block = blocks human EBI2 receptor beta-arrestin signaling. P32249. EBI2 beta-arrestin recruitment, luminescence, 7a,25-OHC stimulated. inhibition, % at 5 µM. hit rate 0.81% among 360,000; in the data active = inhibition above about 38%;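 note: enzyme fragment complementation signal reports receptor beta-arrestin coupling in cells; 0% = agonist plus DMSO wells and 100% = wells without agonist; some results beyond the cut were filed as inactive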
# XBP1 UPR activ = adaptive UPR (XBP1) activation; CHO-XBP1 luciferase reporter, IRE1-XBP1 UPR activation, luminescence; percent of tunicamycin response, DMSO as zero; hit rate 0.33% among 330,000; activation, % at 20 µM;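 active = versus positive control, 20 µM dose yields 30% or more activation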;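 note: 100% = tunicamycin at 10 µg/mL and 0% = DMSO only wells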
#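 Material: CHO-XBP1 cells stably carrying IRE1-XBP1-driven luciferase reporter | Medium: F12 with 10% serum | Compound dosing: 20 µM single concentration, DMSO 1% | Incubation: Overnight seeding at 37 °C, 6 h compound treatment at 37 °C | Detection: Steady-Glo luminescence read | Read-out basis: % activation of reporter signal versus tunicamycin and DMSO controls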
# UPR CHOP act = activators of apoptotic arm of unfolded protein response (CHOP); CHO-CHOP luciferase reporter, UPR activation, luminescence; percent of tunicamycin response over DMSO baseline; activation, % at 10 µM; hit rate 0.34% among 330,000; AID 449763;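 active = at 10 µM dose, activation of 40% or more, normalized to positive control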;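 note: 100% = tunicamycin at 10 µg/mL and 0% = DMSO alone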
#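 Dosing – one dose, 10 µM in 0.5% DMSO · System – CHO-CHOP cells, stable luciferase reporter of PERK-eIF2a-CHOP signalling · Input – 500 cells/well · Control set – tunicamycin 10 µg/mL final as positive, DMSO-only wells as negative · Timing – 6 h compound treatment, 37 °C · Measure – % activation vs tunicamycin · Technique – luminescence read with Steady-Glo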
# Mdm2 MdmX PPI = human Mdm2/MdmX binding inhibition; O15151+Q00987; SaOS-2 split-luciferase Mdm2/MdmX complementation, luminescence; inhibition, % at 8 µM; hit rate 3% among 330,000; AID 485346;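 active = inhibition of at least 50% at 8 µM in the primary screen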
# tim23-1 inh = tim23-1 yeast growth inhibition. inhibition, % at 20 µM. S. cerevisiae tim23-1 growth, BacTiter-Glo luminescence, 24 h. hit rate 1.3% among 330,000;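 active = growth inhibition of the mutant yeast at or above 50%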;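 note: temperature-sensitive mutant grown at 25 °C; plate controls were DMSO-treated mutant yeast for no effect and medium wells lacking yeast for full effect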
# * = called active by the depositor; x = no result given. These rows are one share of the data, so the mix of outcomes need not match the whole.
SMILES,CXCR6 block,APJ ag,APJ antag,CCR6 antagonist,EBI2 block,XBP1 UPR activ,UPR CHOP act,Mdm2 MdmX PPI,tim23-1 inh
CN1CCCC(C#CC(O)(c2ccccc2)c2ccccc2)C1 (configuration not stated),4,-1,-10,2,-3,-3,-1.2,-14,-60
COc1ccc(C2/C(=C(/O)c3ccc(OC(C)C)cc3)C(=O)C(=O)N2CCCN2CCOCC2)cc1 (configuration not stated),-5,-1,2,6,5,-3,1.7,-24,9
c1ccc(-c2nc(CSc3nnc(-c4cccs4)o3)cs2)cc1,5,-5,13,17,-17,2,-0.1,15,36
Cc1ccc(-n2cc(C(=O)c3ccc(F)cc3)nn2)cc1Cl,1,-1,15,8,-18,-5,1.1,35,-9
CCO[C@@H]1OC(C(=O)N2CCN(Cc3ccc4c(c3)OCO4)CC2)=C[C@H](C2CCCCC2)[C@H]1CCCO,-2,1,2,10,20,2,2.8,20,35
CCCC(CCC)C(=O)NC1CCN(Cc2ccccc2)CC1,1,0,13,7,2,-1,-1.6,0,12
CCN1CCN(Cc2ccc(NC(=O)c3cc(NC(=O)c4nccnc4N)cc(OC)c3)cc2C(F)(F)F)CC1,-7,11,-13,6,-14,3,0.2,37,3
O=S(=O)(Nc1cccnc1)c1cccc(C(F)(F)F)c1,0,-2,-9,0,6,0,0.0,7,4
COc1ccc(N(C(=O)c2snc(C(N)=O)c2N)C(C(=O)NCC2CCCO2)c2ccc(C)o2)cc1OC (configuration not stated),-6,-3,9,18,-1,1,0.0,16,7
Cc1cccc(-n2c(C)cc(/C=N\NC(=O)c3cccs3)c2C)c1,2,-3,-14,6,18,5,6.2,67*,32
NC(=O)c1ccc(NC(=O)COC(=O)C2CC(=O)N(Cc3ccccc3)C2)cc1 (configuration not stated),8,-3,16,7,-10,-2,1.5,14,12
COCCNC(=O)c1cn(C)c2ccc(S(=O)(=O)N(C)C3CCCCC3)cc2c1=O,-2,-2,-49,6,0,-1,2.0,26,9
COc1ccccc1NC1CCCCC1NS(=O)(=O)c1ccc(C)cc1 (configuration not stated),2,-6,-6,17,4,-10,-1.0,-17,38
CC(NC(=O)NNC(=O)c1ccncc1)(C(F)(F)F)C(F)(F)F,2,1,7,2,1,0,-1.8,23,-2
O=C1N=C(N2CCOCC2)S/C1=C/c1ccc(-c2ccc(F)cc2)o1,8,-3,9,6,15,1,4.2,38,19
c1ccc(-c2noc(C3CCC3)n2)nc1,-3,-3,14,4,5,1,3.5,-7,14
COc1cc(-c2nnc(COC(=O)CSCC(=O)Nc3cc(C)on3)o2)cc(OC)c1OC,-3,3,26,4,-2,-2,-0.1,-10,6
CCCCc1cc(=O)oc2cc(C)cc(OCC(=O)NCc3ccccn3)c12,8,-1,16,20,10,-7,4.5,14,12
CCOc1ccc2nc(SCC(=O)Nc3ccc(S(=O)(=O)N4CCCC4)cc3)c(C)cc2c1,-4,-3,-6,12,-19,0,4.2,19,2
CCOc1ccccc1C(=O)Nc1ccc(S(=O)(=O)Nc2nccc(C)n2)cc1,5,-2,18,-7,0,-1,-0.7,22,-6
Cc1cc(C(=O)OCC(=O)NC2CC2)ccc1[N+](=O)[O-],-2,3,-1,6,-18,-2,-0.7,-15,-2
O=C(NCCc1ccccc1)C1CCC(Cn2c(=O)c3ccccc3n(Cc3cccnc3)c2=O)CC1 (configuration not stated),-5,-2,-5,10,11,-1,3.0,25,-1
CCN(CC)c1ccc(/C=N/NC(=O)Cc2cccs2)cc1,4,-1,-1,-4,0,2,5.2,-12,39
Cc1noc(C)c1NC(=O)N(C)C[C@@H]1Oc2ccc(NS(=O)(=O)c3c(C)noc3C)cc2C(=O)N([C@H](C)CO)C[C@H]1C,4,-2,3,3,2,-1,-1.3,5,-12
CCCCCCC1(C)NC(=S)N(c2ccccc2)N1 (configuration not stated),8,2,-25,-7,-17,-4,1.4,-12,-18
O=C1N[C@@H](Cc2ccccc2)COC(=O)[C@H](Cc2ccc(F)cc2)C/C=C\C[C@H]1CC(=O)N(CCO)Cc1ccccc1,13,-4,8,-17,11,1,4.3,46,23
CC1CCC(NC(=O)c2ccc(-n3cncn3)c([N+](=O)[O-])c2)CC1 (configuration not stated),4,-1,11,3,4,5,2.5,-21,17
CC1=CN2C(=N)/C(=C/c3ccc(C)o3)C(=O)N=C2S1,13,-6,19,29,-12,-3,-3.6,-87,25
O=C(CCC1CCCCC1)NCCN1C2=NC[C@H](Cc3ccc(O)cc3)N2C[C@H]1Cc1ccc(O)cc1,0,-3,9,7,4,-2,-0.3,16,-9
CN(C)c1ccc2c(c1)OC(N)=C(C#N)C2c1cccc(F)c1 (configuration not stated),0,-4,4,19,5,8,-1.0,65*,16
c1ccc(-c2cn(C[C@H]3CC[C@@H]([C@@H]4CC[C@H](Cn5cc(-c6ccccn6)nn5)O4)O3)nn2)nc1,-2,0,-4,-6,-1,5,-2.5,0,11
Cc1cc(S(=O)(=O)Nc2cccc([N+](=O)[O-])c2)c(C)s1,7,-3,-7,9,6,-3,-2.0,20,21
COCCNC(=O)c1cc2cc(Cl)cc(Cl)c2oc1=O,0,-2,-35,3,5,0,-1.0,-8,9
Cc1ccc(-c2ccc(C(=O)O)[nH]2)cc1,-2,-3,1,4,-8,1,-1.5,18,6
O=C(Nc1ccccc1)N1CCC(O)(c2cccc(C(F)(F)F)c2)CC1,-7,4,-28,-7,16,-5,-1.6,12,25
O=C(Cc1ccc(Cl)cc1)N1CCN(c2ccccc2)CC1,5,-3,2,17,-4,3,1.4,-47,23
CNc1nc(C)c(C(C)=O)cc1C#N,-9,-5,12,-2,-5,-2,-1.8,15,9
Cc1cc(N)n2nc(-c3ccc(C(C)(C)C)cc3)cc2n1,-13,10,-7,-21,17,3,3.6,-288,72*
COc1ccc(N2CCN(Cc3cc(=O)c(OCC(=O)Nc4ccccc4)co3)CC2)cc1,-6,-3,8,-3,8,-2,-0.8,22,5
O=C(COC(=O)c1nc(Cl)ccc1Cl)NC(=O)c1ccccc1,1,-6,2,4,-12,0,-0.6,24,10
O=C1Nc2ccccc2C12OCCCCO2,-4,-3,6,17,-5,-3,1.2,-14,-2
Cc1ccc2nc3sc(C(=O)NCc4ccco4)c(N)c3cc2c1,5,-2,-4,10,-2,-7,3.8,49,11
COc1cccc(C2CC(=O)N3CN(c4cccc(Cl)c4C)CSC3=C2C#N)c1OC (configuration not stated),-5,3,8,0,-5,-2,1.8,0,10
Cn1c(CCNC(=O)c2ccco2)nc2cc(NC(=O)c3ccccc3)ccc21,-9,3,13,8,-7,1,6.2,-24,0
Cc1cc(C)cc(NC(=O)CCn2c(=O)c3cccn3c3ccccc32)c1,-2,-1,1,0,1,-1,0.5,56*,17
Cc1ccccc1C(=O)NC(=S)Nc1ccc(S(=O)(=O)N2CCOCC2)cc1,32,-4,10,35,3,-3,0.8,0,4
O=C(O)/C=C/c1coc2ccc(F)cc2c1=O,-12,2,1,2,-6,-2,0.8,4,17
C=CCC1NS(=O)(=O)OCC1C(C)C (configuration not stated),-8,-2,-15,-4,-5,3,1.8,-21,18
O=C1NC(=O)/C(=C/c2ccccc2Cl)N1,-5,0,-11,15,-4,0,2.5,-27,23
COc1cc(-c2ccc(NC(=O)NC3CC3)c(OC)c2)ccc1NC(=O)NC1CC1,x,0,7,x,x,-2,-0.2,91*,-16
O=C(CSc1ccc(Cl)cc1)Nc1nnc(-c2cccc([N+](=O)[O-])c2)s1,5,-1,5,21,-6,-1,1.0,9,-4
CC1C=CCC2C(=O)N(c3cccc(C(=O)NCc4ccccc4)c3)C(=O)C12 (configuration not stated),1,1,9,9,4,5,-0.4,-20,20
Cc1cc(C(=O)COC(=O)C2=NN(c3ccccc3)C(=O)CC2)c(C)n1CC(F)(F)F,-7,-3,11,0,-13,-5,-0.2,25,18
COc1cc2c(cc1OC)C(=O)N1[C@H]3c4ccccc4OC[C@@H]3[C@H](c3ccccc3)[C@]1(C)C(=O)N2,10,6,0,1,-4,-1,1.2,28,37
O=C(O)CC1=C(O)C(=O)N(c2ccccc2)C1c1ccc(Cl)cc1 (configuration not stated),-18,-4,-3,0,-1,-5,-3.7,20,0
CC(C)CN(C(=O)COC(=O)c1ccccn1)c1c(N)n(Cc2ccccc2)c(=O)[nH]c1=O,1,7,16,7,-5,2,1.2,-12,-1
Cc1cc(C(=O)N2CCCC(N3CCN(c4cccc(C(F)(F)F)c4)CC3)C2)no1 (configuration not stated),4,-6,-15,21,12,-4,2.0,-4,25
O=C(O)c1c(Cl)nc2ccccn12,-4,-1,-2,-4,-3,-1,-0.2,-2,23
CCCN1C(=O)/C(=C2\SC(N3CCCCC3)=NC2=O)c2ccccc21,21,-5,18,28,-5,7,6.5,-32,50*
COC(=O)c1ccc2c(c1)NC1=C(C(=O)CC(C)(C)C1)C(c1ccncc1)N2 (configuration not stated),0,-2,4,-6,-5,0,2.2,-10,6

# Another view of part of the listing above:
# Sequence of screens – CXCR6 block | APJ ag | APJ antag | CCR6 antagonist | EBI2 block | XBP1 UPR activ | UPR CHOP act | Mdm2 MdmX PPI | tim23-1 inh
Cc1cc(C(=O)N2CCCC(N3CCN(c4cccc(C(F)(F)F)c4)CC3)C2)no1 (configuration not stated)
 : 4 | -6 | -15 | 21 | 12 | -4 | 2.0 | -4 | 25
O=C(O)c1c(Cl)nc2ccccn12
 : -4 | -1 | -2 | -4 | -3 | -1 | -0.2 | -2 | 23

# Next part:
SMILES,CXCR6 block,APJ ag,APJ antag,CCR6 antagonist,EBI2 block,XBP1 UPR activ,UPR CHOP act,Mdm2 MdmX PPI,tim23-1 inh
O=C(c1csc2c1CCCC2)N1CCN(c2ccc(F)cc2)CC1,-4,-2,-22,15,2,0,-1.6,-11,37
COc1ccccc1NC(=O)C(C)OC(=O)c1cccc(-n2cnnn2)c1 (configuration not stated),-1,-3,0,17,0,-4,-0.6,16,-2
CCCCn1c(-c2nn(C)c(C)c2Cl)n[nH]c1=S,1,-4,7,8,2,-1,1.0,-7,14
COc1cc(NC(=O)c2cc(-c3ccccc3)nc3c2cnn3C(C)C)cc(OC)c1OC,-17,2,9,4,34,-8,4.5,63*,-2
COc1ccc(CNC(=O)CN2C(=O)NC(C)(c3cccc4ccccc34)C2=O)cc1OC (configuration not stated),-2,-4,18,6,0,-2,-1.1,6,-4
COc1ccc(C(=O)Nn2c(C)ccc2C)cc1OC,4,-2,-15,-4,1,2,1.2,-2,-2
